# High-throughput results deposited in PubChem BioAssay by The Scripps Research Institute Molecular Screening Center.
# PP5 primary = blocks human protein phosphatase 5 activity; P53041; purified PP5c, OMFP substrate fluorescence; inhibition, % at 6.7 µM; 320,000 compounds, 0.18% hits; AID 1987;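 active means inhibition above the campaign's mean inhibition across all tested compounds plus 3 SD, cut at about 9.5% in these data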;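 further: 0% = DMSO only and 100% = 100 µM cantharidin control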
# Target sequence (P53041 whole entry, looked up): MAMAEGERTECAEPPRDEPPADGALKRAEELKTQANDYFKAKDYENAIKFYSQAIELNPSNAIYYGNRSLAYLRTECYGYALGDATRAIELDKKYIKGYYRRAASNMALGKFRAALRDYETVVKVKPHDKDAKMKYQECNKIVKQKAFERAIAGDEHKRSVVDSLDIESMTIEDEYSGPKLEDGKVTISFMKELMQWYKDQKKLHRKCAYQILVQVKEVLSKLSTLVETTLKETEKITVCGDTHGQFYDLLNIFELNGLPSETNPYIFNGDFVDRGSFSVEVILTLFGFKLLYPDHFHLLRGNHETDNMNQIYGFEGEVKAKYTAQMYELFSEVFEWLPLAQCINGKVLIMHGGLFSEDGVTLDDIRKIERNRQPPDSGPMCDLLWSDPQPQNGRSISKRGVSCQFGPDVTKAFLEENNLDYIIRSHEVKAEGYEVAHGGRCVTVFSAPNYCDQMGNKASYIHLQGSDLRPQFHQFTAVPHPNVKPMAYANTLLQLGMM
# core dimer inh = HCV core protein dimerization inhibition. inhibition, % at 5 µM. AID 1899. TR-FRET GST/Flag-core106 dimerization, 1536-well. 300,000 compounds, 0.33% hits;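 active means inhibition above the mean of all tested compounds plus 3 SD, set per screening campaign, cut at about 45% in these data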
#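 test system = GST/Flag-tagged HCV core106 proteins | probe or stimulus = Eu donor and XL665 acceptor anti-tag antibodies | times = compound-protein-antibody incubation 4 h at 22.5 °C | signal = TR-FRET, excitation 340 nm, emission 617 and 671 nm | measure = percent inhibition of core106 dimerization signal | controls = wells lacking GST-core106 and wells with excess unlabelled core106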
# proCasp7 act = counter-screen: procaspase-7 (human) activation; P55210; recombinant procaspase-7, Ac-DEVD-pNA absorbance 405 nm; D23A/D198A/D206A triple mutant, cannot self-cleave; scale: DMSO 0, 5 µM enzyme 100; activation, % at 8.5 µM; 330,000 compounds, 0.093% hits; AID 463210;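 active means percent activation above the screen-wide mean plus 3 SD, cut at about 25% in these data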
#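 System: Procaspase-7 triple mutant (PC-7 D3A); measure: % activation from two-timepoint absorbance difference, scaled to controls; times: 1 h compound preincubation, 2 h substrate cleavage, 25 °C; also added: Ac-DEVD-pNA substrate, 400 µM as added; measured by: Epi-absorbance of released pNA at 405 nm, two timepoints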
# PAFAH2 FP inh = inhibitors of human PAFAH2; Q99487; recombinant PAFAH2, FP-rhodamine activity probe, fluorescence polarization; inhibition, % at 3.39 µM; 340,000 compounds, 0.99% hits; AID 492956;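 active means inhibition above the mean over all tested compounds plus 3 SD, cut at about 30% in these data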;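 further: inhibitors block probe labeling of enzyme so polarization drops; 0% = enzyme with DMSO and 100% = wells lacking PAFAH2 protein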
# AHR act = activates the human aryl hydrocarbon receptor. AHR-responsive luciferase reporter cells, luminescence. activation, % at 5 µM. 320,000 compounds, 2.5% hits. P35869; in the data active means activation above about 47%;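 further: 0% = vehicle wells and 100% = reference agonist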
# CTSL1 counter = cathepsin L1 inhibition, PFM18AAP counter-screen; 300,000 compounds, 0.49% hits; recombinant F. hepatica cathepsin L1, Z-Leu-Arg-MCA fluorescence; inhibition, % at 5.96 µM;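 active means inhibition above the mean of all tested compounds plus 3 SD, set per screening campaign, cut at about 17% in these data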;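 further: 0% = plate median of test compound wells and 100% = 1 µM Z-Phe-Ala-diazomethylketone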
# PP1 counter = counter-screen for PP5 inhibitors: inhibitors of human PP1-alpha. P62136. purified PP1alpha, OMFP fluorescence. inhibition, % at 6.7 µM. 320,000 compounds, 0.9% hits. AID 2235;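 active means inhibition above the mean inhibition of all tested compounds plus 3 SD, computed separately for each screening campaign, cut at about 15% in these data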
# Target sequence (P62136 whole entry, looked up): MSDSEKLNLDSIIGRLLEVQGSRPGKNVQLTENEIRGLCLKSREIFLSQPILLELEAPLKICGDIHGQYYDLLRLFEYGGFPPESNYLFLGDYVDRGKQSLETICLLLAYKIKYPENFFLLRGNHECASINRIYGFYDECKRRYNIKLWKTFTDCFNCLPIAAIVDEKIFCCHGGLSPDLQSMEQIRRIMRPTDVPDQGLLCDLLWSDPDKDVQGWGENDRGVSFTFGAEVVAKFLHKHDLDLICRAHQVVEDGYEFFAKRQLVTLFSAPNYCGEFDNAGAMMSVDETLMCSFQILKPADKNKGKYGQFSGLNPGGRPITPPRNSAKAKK
# TPT1 inh = blocks Candida albicans tRNA 2'-phosphotransferase. recombinant caTPT1, FP RNA substrate dephosphorylation. inhibition, % at 5 µM. 300,000 compounds, 0.81% hits;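 active means inhibition above the mean of all tested compounds plus 3 SD, set per screening campaign, cut at about 24% in these data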;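 further: plate controls were DMSO alone for no effect and ferristatin control at 100 nM for full effect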
# proCasp3 act = activates human procaspase-3. AID 463141. 330,000 compounds, 0.11% hits. recombinant procaspase-3 D3A, Ac-DEVD-pNA absorbance 405 nm. P42574. activation, % at 8.5 µM;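 active means activation above the mean of all tested compounds plus 3 SD, cut at about 21% in these data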;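 further: 0% = DMSO alone and 100% = DMSO wells spiked with extra 5 µM PC-3 D3A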
# Target sequence (P42574 whole entry D9A/D28A/D175A): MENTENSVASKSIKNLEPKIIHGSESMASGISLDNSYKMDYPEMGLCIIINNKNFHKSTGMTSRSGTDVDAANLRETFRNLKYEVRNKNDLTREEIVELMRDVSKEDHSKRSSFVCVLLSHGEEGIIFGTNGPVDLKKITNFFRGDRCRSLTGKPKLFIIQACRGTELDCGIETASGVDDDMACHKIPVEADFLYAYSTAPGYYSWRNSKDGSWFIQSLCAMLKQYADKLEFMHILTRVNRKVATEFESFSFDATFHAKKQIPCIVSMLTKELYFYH
#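 Assay system – Procaspase-3 D3A mutant · Benchmarks – DMSO low control, extra-enzyme high control · Technique – 405 nm absorbance of p-nitroaniline, reads at 0 and 120 min · Doses – 8.5 µM nominal · Measure – % activation between DMSO and enzyme-spiked controls · Also added – Ac-DEVD-pNA chromogenic peptide substrate · Schedule – 1 h compound preincubation, 2 h substrate hydrolysis at 25 °C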
# Numbers without * were called inactive; . = not tested or not shown.
[1] O=C(CN1C(=O)NC2(CCCCCCC2)C1=O)Nc1ccc(Cl)cc1
[2] CC(=O)n1c2ccccc2c2ccccc21
[3] Cc1cccc(C(=O)Nc2cc(=O)n(C)c(=O)n2C)c1
[4] CCC(C(=O)NC1CCCC1)N(C(=O)Cn1nnc(-c2ccc(C)o2)n1)c1ccc(OC)cc1 (stereo not drawn)
[5] O=C(N/N=C/C(Cl)=C\c1ccccc1)c1cccs1
[6] O=C(Nc1ccc(CN2CCOCC2)cc1)c1ccc(-c2ccc(Br)cc2)o1
[7] O=S(=O)(NCCCCCNS(=O)(=O)c1c(F)cccc1F)c1ccc2c(c1)OCCO2
[8] O=C(NN=C(c1ccccc1)c1ccccc1)C(CCl)C1CCCCC1 (stereo not drawn)

compound no.	1	2	3	4	5	6	7	8
PP5 primary	3.8	0.2	0.4	4.6	1.7	2.0	-0.1	1.1
core dimer inh	.	-0.6	5.4	3.6	-21.7	-0.7	.	.
proCasp7 act	-4.6	-0.5	9.1	6.4	-0.6	-4.4	2.8	-1.0
PAFAH2 FP inh	-0.2	-6.1	-3.6	-5.2	7.7	-5.7	0.6	3.5
AHR act	-0.3	3.5	5.7	2.2	14.1	-2.1	-0.1	0.5
CTSL1 counter	.	-2.8	-3.9	0.1	13.0	1.4	.	.
PP1 counter	2.8	-7.7	-1.5	1.0	5.5	0.2	-0.8	-0.7
TPT1 inh	.	0.5	-4.8	0.3	-3.0	-1.0	.	.
proCasp3 act	0.7	-3.5	1.0	5.7	-6.0	13.3	3.5	0.0

[9] CCN(CC(=O)Nc1ccc(N2CCOCC2)cc1)CC(=O)NC(C)(C)C
[10] CC1CCCC(NC(=O)c2ccc3c(c2)N(Cc2ccccc2)C(=O)CS3=O)C1C (stereo not drawn)
[11] O=C(Nc1ccccc1C(=O)Nc1ccccn1)c1ccccc1F
[12] CC1(/[N+]([O-])=C/c2ccccc2F)CCCCC1=O (stereo not drawn)
[13] COc1ccc(CCNC(=O)COC(=O)c2cncc(Br)c2)cc1OC
[14] O=C(Nc1cccc2nsnc12)c1ccc(-c2cccc(Cl)c2)o1
[15] CCN1CCN(CC(=O)Nc2ccc3c(c2)OCO3)C(=O)C1=O
[16] CCN1CCN(S(=O)(=O)c2ccc(S(=O)(=O)NCC3CCCO3)cc2)CC1 (stereo not drawn)

compound no.	9	10	11	12	13	14	15	16
PP5 primary	-2.0	0.6	2.4	-5.9	.	0.4	3.6	2.7
core dimer inh	1.5	8.9	4.8	0.6	.	21.2	0.1	0.0
proCasp7 act	6.6	-1.2	-5.2	11.0	4.5	20.5	-11.2	-3.7
PAFAH2 FP inh	-9.2	-4.9	3.2	-0.1	3.2	1.3	-10.4	7.8
AHR act	4.5	1.4	19.5	9.9	-0.5	52.1*	-2.0	0.1
CTSL1 counter	-2.1	2.5	0.7	-2.5	.	5.8	2.1	-1.9
PP1 counter	-2.2	2.6	2.1	0.2	.	5.3	2.3	4.3
TPT1 inh	-1.3	-4.1	3.8	3.2	.	31.3*	-2.7	2.7
proCasp3 act	9.3	-2.5	2.2	-11.8	3.2	-1.3	5.0	3.6

[17] C[C@@H]1CC[C@]2(C(=O)O[C@@H]3O[C@H](CO)[C@@H](O)[C@H](O)[C@H]3O)CC[C@]3(C)C(=CCC4[C@@]5(C)CC[C@H](O[C@@H]6OC[C@H](O)[C@H](O[C@@H]7O[C@H](CO)[C@@H](O)[C@H](O)[C@H]7O)[C@H]6O)C(C)(C)C5CC[C@]43C)C2[C@]1(C)O (stereo partly drawn)
[18] O=C(NCC1CCCCC1)c1ccc(Cl)nc1
[19] Cc1c(C(=O)NCCCN2CCOCC2)oc2ccc(S(=O)(=O)N3CCOCC3)cc12
[20] CN(C)S(=O)(=O)c1ccc(S(=O)(=O)N2CCN(CCC#N)CC2)cc1
[21] Nc1ccc2ncccc2c1
[22] O=C(CN1CCOCC1)Nc1c(-c2ccccc2)c2cc(Br)ccc2[nH]c1=O
[23] O=C(Cn1c(=O)oc2cc(S(=O)(=O)N3CCCCC3)ccc21)N1CCCCC1
[24] N#Cc1ccc(OCC(=O)N2CCc3ccccc32)cc1

compound no.	17	18	19	20	21	22	23	24
PP5 primary	.	1.8	2.6	-1.6	-1.6	2.5	1.3	.
core dimer inh	.	4.6	1.4	2.9	1.5	-5.1	-1.6	.
proCasp7 act	3.3	4.5	-2.9	4.1	-3.9	8.3	4.2	1.2
PAFAH2 FP inh	-7.1	10.4	3.7	-1.4	6.5	-2.5	2.5	5.0
AHR act	0.1	-5.7	-2.2	-0.6	8.4	-2.1	0.1	7.4
CTSL1 counter	.	-1.4	1.3	1.9	3.2	-3.6	1.2	.
PP1 counter	.	1.4	-2.6	-5.3	-2.5	-0.5	-5.1	.
TPT1 inh	.	0.5	-0.7	-5.0	-1.1	-1.8	0.2	.
proCasp3 act	-1.6	8.0	-8.5	3.3	-0.1	1.9	7.4	3.6

# One compound at a time, as listed above. Values in the order: PP5 primary	core dimer inh	proCasp7 act	PAFAH2 FP inh	AHR act	CTSL1 counter	PP1 counter	TPT1 inh	proCasp3 act
# O=C(CN1CCOCC1)Nc1c(-c2ccccc2)c2cc(Br)ccc2[nH]c1=O across the screens: 2.5	-5.1	8.3	-2.5	-2.1	-3.6	-0.5	-1.8	1.9
# N#Cc1ccc(OCC(=O)N2CCc3ccccc32)cc1 across the screens: .	.	1.2	5.0	7.4	.	.	.	3.6

# (continued)
[25] COc1cc(/C=C/c2c([N+](=O)[O-])c(=O)n(C)c(=O)n2C)cc(OC)c1OC
[26] Cc1cccc(-c2nnc(NC(=O)c3ccc(Cl)cc3)o2)c1
[27] CCOc1ccc(C2=Nc3ccc(Br)cc3C(c3ccc(N4CCOCC4)cc3)=NN2)cc1
[28] Cc1cc(Br)ccc1NC(=O)C1CCCO1 (stereo not drawn)
[29] CC(=O)Nc1ccc(SCC(=O)N(CCC#N)c2ccc(C)cc2)cc1
[30] CCC(C)N1C(=O)C2C(C(=O)Nc3cccc(OC)c3)C3C=CC2(O3)C1C(=O)NC1CCCCC1C (stereo not drawn)
[31] CC(C)CC(NC(=O)c1ccccc1NC(=O)c1ccccc1)C(=O)O (stereo not drawn)
[32] COc1cc(C2Nc3ccccc3C(=O)N2c2ccccc2)c(Br)cc1OCC(=O)O (stereo not drawn)

compound no.	25	26	27	28	29	30	31	32
PP5 primary	-0.9	9.6*	2.7	-2.6	-0.1	1.2	0.9	-2.0
core dimer inh	-3.6	-1.7	17.7	-0.1	1.3	-0.1	11.1	-1.9
proCasp7 act	7.0	14.8	-3.8	-6.1	-11.1	2.2	2.1	-1.4
PAFAH2 FP inh	-0.4	0.8	7.5	-1.0	-11.0	13.4	-5.5	3.6
AHR act	1.9	1.3	8.3	-0.3	-4.3	0.0	0.2	7.7
CTSL1 counter	1.4	0.5	-1.4	1.2	-5.3	-2.9	0.5	-3.0
PP1 counter	-2.3	10.9	5.1	-2.7	-1.5	0.4	-0.2	-5.1
TPT1 inh	-3.1	-1.6	3.3	0.5	-1.6	1.8	2.6	2.6
proCasp3 act	2.7	2.8	-8.8	5.9	-2.4	3.0	-9.4	-5.8

# Among those listed so far, these have four or more nitrogen atoms.
[4] CCC(C(=O)NC1CCCC1)N(C(=O)Cn1nnc(-c2ccc(C)o2)n1)c1ccc(OC)cc1 (stereo not drawn)
[9] CCN(CC(=O)Nc1ccc(N2CCOCC2)cc1)CC(=O)NC(C)(C)C
[20] CN(C)S(=O)(=O)c1ccc(S(=O)(=O)N2CCN(CCC#N)CC2)cc1
[27] CCOc1ccc(C2=Nc3ccc(Br)cc3C(c3ccc(N4CCOCC4)cc3)=NN2)cc1

compound no.	4	9	20	27
PP5 primary	4.6	-2.0	-1.6	2.7
core dimer inh	3.6	1.5	2.9	17.7
proCasp7 act	6.4	6.6	4.1	-3.8
PAFAH2 FP inh	-5.2	-9.2	-1.4	7.5
AHR act	2.2	4.5	-0.6	8.3
CTSL1 counter	0.1	-2.1	1.9	-1.4
PP1 counter	1.0	-2.2	-5.3	5.1
TPT1 inh	0.3	-1.3	-5.0	3.3
proCasp3 act	5.7	9.3	3.3	-8.8

# (next part)
[33] CCCN1CCN(CCCNC(=O)C(CC)n2nc(C)c3sc4ccccc4c3c2=O)CC1 (stereo not drawn)
[34] Cc1ccnc(NC(=O)COC(=O)c2ccc(F)cc2F)n1
[35] CCCOc1ccc(N2C(=O)CC(N(CCc3ccc(S(N)(=O)=O)cc3)C(C)=O)C2=O)cc1 (stereo not drawn)
[36] Cc1ccc(-c2noc(C3CCCN(C(=O)c4cccc([N+](=O)[O-])c4)C3)n2)o1 (stereo not drawn)
[37] COc1cc(C(=O)N2C[C@H]3CC[C@H]2C3)ccc1OC1CCN(C(C)=O)CC1
[38] C=CCN1C(=O)/C(=C2/Sc3ccccc3N2C)SC1=Nc1ccccc1C
[39] C/C(CS(=O)(=O)c1ccccc1)=N\O
[40] Clc1cccc(Cl)c1/C=N/Nc1c(Cl)cncc1Cl

compound no.	33	34	35	36	37	38	39	40
PP5 primary	-0.3	14.8*	3.1	1.9	1.2	0.9	0.1	2.2
core dimer inh	8.4	23.5	-1.1	-2.7	8.0	15.4	-1.6	1.5
proCasp7 act	-1.8	-6.1	-8.4	-7.2	0.5	2.9	5.5	-4.7
PAFAH2 FP inh	2.7	17.6	-0.3	1.0	4.0	3.2	1.8	-10.4
AHR act	-1.7	-1.4	2.5	2.6	-2.9	5.6	4.2	5.1
CTSL1 counter	-3.2	-1.3	-3.4	-2.6	-2.5	-1.6	-2.7	-3.8
PP1 counter	-3.4	-4.7	-3.5	-3.4	-1.3	0.5	-5.9	0.1
TPT1 inh	-1.0	0.9	-2.7	1.7	-4.7	-3.0	-2.1	-0.9
proCasp3 act	0.3	-2.7	-5.9	0.0	-9.4	-0.7	-1.2	4.0

[41] COc1ccc(C)cc1NC(=O)CSc1nc2ccccc2nc1N1CCCCC1
[42] CN(C(=O)COc1ncnc2ccccc12)C1CCCCC1
[43] O=C(CSc1nc(-c2ccc(Cl)cc2)[nH]c(=O)n1)Nc1cccc(Cl)c1
[44] COc1ccc2c(=O)c3c(=O)n(CCc4ccccc4)c(C(C)C)nc3oc2c1
[45] O=C(CN1CCCCCC1)Nc1ccc([N+](=O)[O-])cc1Cl
[46] C=CCNC(=S)Nc1ccc(Cl)c(S(=O)(=O)N2CCOCC2)c1

compound no.	41	42	43	44	45	46
PP5 primary	2.2	.	3.0	0.4	1.5	-1.1
core dimer inh	-12.0	.	6.5	-16.7	5.4	3.1
proCasp7 act	2.9	0.0	0.0	8.5	8.5	12.5
PAFAH2 FP inh	-1.6	3.9	.	7.4	3.9	5.9
AHR act	12.1	2.0	1.0	1.8	-4.4	4.3
CTSL1 counter	2.1	.	8.4	-2.3	3.0	0.9
PP1 counter	-0.5	.	8.1	-1.5	-0.5	-0.7
TPT1 inh	3.2	.	-0.6	-1.6	0.4	-2.9
proCasp3 act	1.4	0.0	-13.9	5.1	-6.5	5.2
